FXIIa inh = inhibitors of human coagulation factor XIIa; P00748; purified human FXIIa, AMC substrate fluorescence, 2 h; inhibition, % at 10 µM; 33,000 tested, 0.2% active; AID 701; in the data active means inhibition above about 30%;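 further: 0% = enzyme with vehicle only and 100% = no enzyme blank; many of its hits are not listed in these tables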
FXIa single inh = inhibitors of human coagulation factor XIa. P03951. purified human FXIa, fluorogenic AMC substrate cleavage. inhibition, % at 10 µM. 33,000 tested, 0.3% active;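 active means inhibition above 40% in the primary screen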;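 further: 0% = enzyme without compound and 100% = blank wells lacking enzyme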
Target sequence (P03951 19-387 limits assumed): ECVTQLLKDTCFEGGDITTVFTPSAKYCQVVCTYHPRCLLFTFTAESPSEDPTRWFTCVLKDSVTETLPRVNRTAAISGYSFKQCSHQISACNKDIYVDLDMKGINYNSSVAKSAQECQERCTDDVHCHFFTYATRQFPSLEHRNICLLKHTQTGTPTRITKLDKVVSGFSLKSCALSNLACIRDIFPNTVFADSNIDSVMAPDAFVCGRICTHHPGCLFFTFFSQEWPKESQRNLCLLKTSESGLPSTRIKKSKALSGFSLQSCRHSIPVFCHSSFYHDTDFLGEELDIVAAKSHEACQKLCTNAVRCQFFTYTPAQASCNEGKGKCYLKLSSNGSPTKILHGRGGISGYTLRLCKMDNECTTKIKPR
Target sequence (P03951 388-625 limits assumed): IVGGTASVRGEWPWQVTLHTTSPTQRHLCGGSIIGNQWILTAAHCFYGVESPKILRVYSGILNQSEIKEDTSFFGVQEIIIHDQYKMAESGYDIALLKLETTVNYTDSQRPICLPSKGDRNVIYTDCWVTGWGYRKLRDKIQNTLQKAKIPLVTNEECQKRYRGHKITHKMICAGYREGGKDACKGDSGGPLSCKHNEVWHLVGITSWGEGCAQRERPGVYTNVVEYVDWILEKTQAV
Starred values were filed as active, the others as inactive.

SMILES | FXIIa inh | FXIa single inh
Cn1c(=O)c2c(nc(NCc3ccccc3)n2CCCc2ccccc2)n(C)c1=O | 8 | 7
CCOC(=O)C(=O)Nc1ccc(S(=O)(=O)Nc2ncccn2)cc1 | -6 | -2
N#CC(c1ccc(F)cc1)c1ccc(C(=O)c2ccccc2)cc1 (stereo not drawn) | 14 | -3
COc1cccc(OCCCCCCN2CCOCC2)c1 | 15 | -2
CCSc1nnc(NC(=O)Cc2ccc(OC)c(OC)c2)s1 | 5 | 0
O=C1S/C(=C/c2ccc(N3CCOCC3)o2)C(=O)N1Cc1ccc(F)cc1 | 4 | 1
Cc1cccc(C)c1NC(=O)CSc1nnc(C)n1-c1ccccc1 | 2 | 0
COc1cc(/C=N/NC(=O)c2cccs2)ccc1OCc1ccccc1 | 3 | 2
Cc1cc(C)nc(SCC(=O)Nc2ccc(S(=O)(=O)N3CCCCC3)cc2)n1 | 4 | 3
Cc1cc2c(cc1C)NC(c1nc3ccccc3[nH]1)C1=C(CC(C)(C)CC1=O)N2 (stereo not drawn) | 10 | 5
O=[N+]([O-])c1nn(-c2ccc3c(c2)OCCO3)n(O)c1=NCCCO | 0 | 3
O=C(Nc1ccccc1N1CCOCC1)c1cnccn1 | 6 | -7
O=C(C1CCCCN1S(=O)(=O)c1ccccc1)N1CCN(C(c2ccccc2)c2ccccc2)CC1 (stereo not drawn) | -1 | 3
COC(=O)c1cc(NC(=O)CC2C(=O)NCCN2C(=O)c2ccc(F)cc2)cc(C(=O)OC)c1 (stereo not drawn) | -15 | 15
CN(C)S(=O)(=O)N1CCC(CCCC2CCN(S(=O)(=O)N(C)C)CC2)CC1 | -14 | -16
CCn1c(SCC(=O)NCc2ccccc2)nc2c(c1=O)SC(C)C2 (stereo not drawn) | 0 | 2
CCN(CC)C(=O)c1sc(NC(=O)c2ccc3c(c2)OCO3)c(C#N)c1C | 5 | 11
O=C(CCS(=O)(=O)c1cccs1)Nc1ccc(C(=O)NCc2ccccc2)cc1 | -12 | 16
O=C(CSc1nnc(CNC(=O)c2c(F)cccc2Cl)o1)c1ccccc1 | 10 | 8
Cc1cc(C)c(S(=O)(=O)N(CC(=O)O)CC(=O)O)c(C)c1 | -4 | -5
COc1cc(OC)cc(-c2nnc(SCC(=O)N(Cc3ccccc3)C(C)(C)C)o2)c1 | 3 | -4
CC1(C)CC(=O)c2c(n(-c3cccc4ccccc34)ccc2=O)C1 | 4 | 8
O=C(CN1CCCC1)Nc1c2c(nc3ccccc13)N(Cc1ccccc1)CC2 | 1 | -1
CCOc1cc(C(=O)NCC(C)CN(C)C)cc(OCC)c1OCC (stereo not drawn) | 5 | 3
Cc1cccc(CCNC(=O)C2CCN(S(=O)(=O)c3c(C)nn(C)c3C)CC2)c1 | 21 | -6
CC(C)CNC(=O)CSc1nnc(-c2cccc(S(=O)(=O)N3CCCCC3)c2)o1 | 2 | -11
O=c1/c(=C/c2ccco2)sc2n1CN(c1ccccc1)CN=2 | -3 | -4
CC(Sc1nc2ccccc2[nH]1)C(=O)Nc1ccc2c(c1)OCCO2 (stereo not drawn) | 6 | -7
Cc1ccc(S(=O)(=O)c2c(N)n(CCC(C)C)c3nc4ccccc4nc23)cc1 | -1 | -13
O=C(O)C1OC(C(=O)O)C2C1C(F)(F)C2(F)F (stereo not drawn) | 6 | -3
Cc1cccc(N(C(=O)CCC(=O)Nc2cccnc2)C(C(=O)NC2CCCC2)c2ccncc2)c1 (stereo not drawn) | 5 | -1
Cc1cc(-c2ccccc2)nc(N2CCC(C(=O)NC34CC5CC(CC(C5)C3)C4)CC2)n1 | 0 | 1
CCCc1nnc(SCC(=O)O)n1/N=C/c1ccc2c(c1)OCO2 | 8 | 0
Cc1ccc(S(=O)(=O)Nc2ccc(NC(=O)CN3CCCCC3)c(Cl)c2)cc1 | 1 | 8
COc1ccccc1CO/N=C/c1cccn1-c1nccc(N(C)C)c1C#N | 15 | -1
CC(CN1CCOCC1)OC(=O)c1cccs1 (stereo not drawn) | -11 | 15
CCn1c(=O)c2cc(C(=O)N3CCN(C)CC3)sc2c2ccccc21 | 2 | 1
Cc1cc(N/C=C/C(=O)c2ccc(Br)cc2)no1 | 4 | 2
COc1ccc(C2CC2/C(=N/OC(=O)c2cccs2)c2ccccc2)cc1 (stereo not drawn) | 3 | -2
O=C(NCc1cccs1)C1CCCN(S(=O)(=O)c2ccc3c(c2)OCO3)C1 (stereo not drawn) | 7 | -7

Some of the entries above in another layout:
| SMILES | FXIIa inh | FXIa single inh |
| --- | --- | --- |
| O=c1/c(=C/c2ccco2)sc2n1CN(c1ccccc1)CN=2 | -3 | -4 |
| CC(Sc1nc2ccccc2[nH]1)C(=O)Nc1ccc2c(c1)OCCO2 (stereo not drawn) | 6 | -7 |

More compounds
SMILES | FXIIa inh | FXIa single inh
CCN(CC)S(=O)(=O)c1cc([N+](=O)[O-])ccc1NNC(=O)Nc1ccc(Cl)c(Cl)c1 | 1 | -1
CCc1cc2c(=O)n(-c3ccccc3)c(=S)[nH]c2s1 | 7 | -1
O=C(NCc1ccccc1)c1cc2ccccc2o1 | -13 | 15
COc1ccccc1NC(=O)Cc1noc(CSc2nnc(N)s2)n1 | 3 | 7
CCOC(=O)C1CCCN(C(=O)c2sc3nc(C)nc(N(CC)CC)c3c2C)C1 (stereo not drawn) | 5 | -11
Nc1nc2c(s1)C(=O)CC(c1ccccc1)C2 (stereo not drawn) | 0 | 2
CCOC(=O)Cn1nc(Cc2ccccc2)c2ccccc2c1=O | 9 | -16
O=C(NCC(c1cccnc1)N1CCOCC1)c1cccc(Cl)c1 (stereo not drawn) | 4 | 9
CCn1c(=O)n(CCc2ccccc2)c(=O)c2c3c(sc21)CCCC3 | 15 | -3
O=C(NCc1ccco1)C1CCN(S(=O)(=O)c2ccc(-n3cnnn3)cc2)CC1 | 5 | -3
COn1c(SCc2cccc(Cl)c2)nc2ccccc2c1=O | 5 | -12
C=CCNCCCCOc1ccc(OCC)cc1 | -15 | 26
NC(=O)C1CCCN(C(=O)c2ccc(Cl)cc2)C1 (stereo not drawn) | 6 | 0
C=CCc1ccc(OCC(O)CO)c(OC)c1 (stereo not drawn) | 4 | 0
CC(=O)c1sc(NC(=O)c2c(F)cccc2F)nc1C | 17 | -1
Cc1ccc(C(=O)CSc2nnc(CNc3ccc(C)cc3C)o2)cc1 | 3 | -13
CCN(CC)S(=O)(=O)c1cccc(C(=O)OCC(=O)C23CC4CC(CC(C4)C2)C3)c1 | 1 | 2
COc1ccc(CN(C)c2ncnc(N)n2)cc1 | -13 | 17
COc1ccc(C(=O)c2ccc(OC)c3cccc(O)c23)cc1OC | 8 | 4
COc1ccc(CC(=O)NCCN2CCCC2)cc1 | -17 | 20
CCOC(=O)CNS(=O)(=O)c1cc(-c2nn(C)c(=O)c3ccccc23)ccc1C | 4 | 0
CCc1ccc(OCCNC(=O)c2ccc(S(=O)(=O)N(C)C)cc2)cc1 | 5 | -2
CCCC1CCC(C2=N/C(=C\c3ccc(OC)c(OC)c3)C(=O)O2)CC1 (stereo not drawn) | 14 | 6
CCN(CC)S(=O)(=O)c1cccc(-c2nnc(-c3ccc(C)cc3)o2)c1 | 5 | -10
O=c1cc(-c2cccs2)oc2ccc(Cl)cc12 | 5 | -9
COc1ccc(CNC(=O)CSc2nc(-c3ccccc3)cc(-c3cccs3)c2C#N)cc1 | 0 | -9
CCCCn1c(SCC(=O)N2CCCCC2C)nc2cc(S(N)(=O)=O)ccc21 (stereo not drawn) | 3 | 1
CC(=O)Nc1ccccc1-c1nn[nH]n1 | -5 | -3
Cc1noc(C)c1S(=O)(=O)N1CCC(C(=O)Nc2ccc(OC(F)(F)F)cc2)CC1 | 0 | 3
CCOc1ccc(-c2nnc(N(CC)C(=O)C3CCC3)s2)cc1 | 6 | 1
S=C(NC1CCCCC1)c1ccc2c(c1)OCO2 | 0 | 3
CC(C)(C)c1nc(CN2CCOCC2)cc(CN2CCOCC2)c1O | 1 | 13
Cc1ccc(-n2ccnc2SCC(=O)O)c(C)c1 | 1 | 10
CCCCN(C)C(=O)c1cc2cc3ccc(OC)cc3nc2s1 | 3 | 6
O=c1c2ccccc2[nH]c(=S)n1CC1CCCO1 (stereo not drawn) | -1 | -5
CC(c1ccccc1)N1CC(C(=O)N2CCN(c3ccc(F)cc3)CC2)CC1=O (stereo not drawn) | 8 | 0
C/[N+]([O-])=C\c1coc2ccccc2c1=O | 9 | 0
Cc1cccc(OCCn2c(S(=O)(=O)O)nc3ccccc32)c1 | 2 | -7
O=C(CCNC(=O)c1ccco1)NCc1ccccc1 | 5 | -8
COc1cccc(OC)c1C(=O)N1CCN(Cc2ccncc2)CC1 | 8 | -1
O=C(CCn1ccc2ccccc21)NC1CCCc2ccccc21 (stereo not drawn) | 6 | -8
COc1cc(C(=S)N2CCCC2)cc(Cl)c1O | 6 | 3
COC(=O)c1ccccc1NC(=O)c1cc(-c2ccc(O)cc2)on1 | 4 | 6
CC(Sc1nc2nn(-c3ccccc3)c(=O)c-2c2n1CCCCC2)C(N)=O (stereo not drawn) | -9 | -11
COC(=O)CCC(=O)Nc1ccccc1C(=O)Nc1ccccc1 | 6 | -10
Cc1noc(/C=C/c2ccco2)c1S(=O)(=O)N1CCC(C(=O)NC(C)c2ccccc2)CC1 (stereo not drawn) | 4 | 1
Cc1ccc(OCC(=O)Nc2ccc(O)c(C(=O)O)c2)cc1C | -18 | 0
CCCCNC(=O)c1ccc(CNc2c(N3CCC(C(=O)OCC)CC3)c(=O)c2=O)cc1 | 3 | -2
N#CCSCC(=O)Nc1ccc(Br)cc1 | 10 | -7
CCC(CC)C1C(C#N)=C(N)Oc2cc(C)oc(=O)c21 (stereo not drawn) | 10 | 2

Going on with the list.
SMILES | FXIIa inh | FXIa single inh
Cc1ccc(-c2[nH]nc3c2C(c2ccoc2)C(C#N)=C(N)O3)cc1C (stereo not drawn) | 6 | 5
CCOC(=O)CSc1cc(=O)n(CC)c2ccccc12 | 2 | -1
Cc1ccc(CNC(=O)Cc2cccs2)cc1 | 19 | -8
Cn1c(=O)c2c(nc(N3CCc4ccccc4C3)n2Cc2ccc(Br)cc2)n(C)c1=O | 5 | 5
O=S1(=O)C[C@@H](O)[C@@H](Nc2ccc(Cl)cc2)C1 | 6 | 0
CCOC(=O)C1=C(C)NC(=O)NC1c1ccccc1Cl (stereo not drawn) | 1 | 4
COc1ccc(OC)c2c(C)cc(N3CCN(C(=O)c4ccc(Cl)cc4)CC3)nc12 | 1 | -5
Cc1ccc(Sc2nnc(-c3ccccc3)cc2C#N)cc1 | 5 | 10
O=C(Nc1nncs1)c1ccc(S(=O)(=O)c2ccccc2)cc1 | -12 | 4
Cn1c(C(=O)N2CCc3ccccc32)cc2c(=O)n3ccccc3nc21 | 5 | 3
CCOC(=O)c1cnc(-n2nc(C)cc2C)nc1NCCO | 9 | 4
O=[N+]([O-])c1ccc(/C=N/N/C(=N/c2ccccn2)c2ccccn2)cc1 | 8 | -6
Nc1cc(-c2ccc(Cl)cc2)nn1S(=O)(=O)c1ccc(Cl)cc1 | 9 | -1
O=C(c1cnsn1)N1CCN(c2ccccn2)CC1 | 9 | 1
CC(C)N(Cc1nc(-c2ccc(Cl)cc2)no1)C(=O)C(c1ccccc1)c1ccccc1 | 17 | -6
O=C1CC(N2CCN(C(c3ccccc3)c3ccccc3)CC2)C(=O)N1Cc1ccc(N2CCCC2=O)cc1 (stereo not drawn) | -13 | 29
Cc1ccc(CN(C)C(=O)C2CCCN2C(=O)c2cccs2)o1 (stereo not drawn) | -16 | -3
CCc1ccc(NC(=O)N(C2CCCCC2)C(C)c2cccnc2)cc1 (stereo not drawn) | 4 | -8
CC1=CC(=O)C=C(C)C1=NOC(=O)c1cccc([N+](=O)[O-])c1 | 8 | 10
Cc1cc(Cl)c(OCCCSc2nc(C)cc(=O)[nH]2)c(Br)c1 | 7 | 6

Some of the entries above in another layout.
Results follow in this order: FXIIa inh | FXIa single inh
> Cn1c(=O)c2c(nc(N3CCc4ccccc4C3)n2Cc2ccc(Br)cc2)n(C)c1=O
 : 5 | 5
> O=S1(=O)C[C@@H](O)[C@@H](Nc2ccc(Cl)cc2)C1
 : 6 | 0
> CCOC(=O)C1=C(C)NC(=O)NC1c1ccccc1Cl (stereo not drawn)
 : 1 | 4
> COc1ccc(OC)c2c(C)cc(N3CCN(C(=O)c4ccc(Cl)cc4)CC3)nc12
 : 1 | -5
> Cc1ccc(Sc2nnc(-c3ccccc3)cc2C#N)cc1
 : 5 | 10
> O=C(Nc1nncs1)c1ccc(S(=O)(=O)c2ccccc2)cc1
 : -12 | 4
> Cn1c(C(=O)N2CCc3ccccc32)cc2c(=O)n3ccccc3nc21
 : 5 | 3
> CCOC(=O)c1cnc(-n2nc(C)cc2C)nc1NCCO
 : 9 | 4
> O=[N+]([O-])c1ccc(/C=N/N/C(=N/c2ccccn2)c2ccccn2)cc1
 : 8 | -6
> Nc1cc(-c2ccc(Cl)cc2)nn1S(=O)(=O)c1ccc(Cl)cc1
 : 9 | -1
> O=C(c1cnsn1)N1CCN(c2ccccn2)CC1
 : 9 | 1
> CC(C)N(Cc1nc(-c2ccc(Cl)cc2)no1)C(=O)C(c1ccccc1)c1ccccc1
 : 17 | -6
> O=C1CC(N2CCN(C(c3ccccc3)c3ccccc3)CC2)C(=O)N1Cc1ccc(N2CCCC2=O)cc1 (stereo not drawn)
 : -13 | 29
> Cc1ccc(CN(C)C(=O)C2CCCN2C(=O)c2cccs2)o1 (stereo not drawn)
 : -16 | -3

(continued)
SMILES | FXIIa inh | FXIa single inh
O=C(Nc1ccc(N2CCN(C(=O)c3cccs3)CC2)c(Cl)c1)c1ccco1 | 3 | 3
COc1ccccc1CN1CCN(C(=O)c2ccncc2)CC1 | 2 | 0
CC1=C(C#N)c2nc(N)c(C#N)c(C)c2/C1=C\c1ccccc1 | -1 | 0
Cc1cccc(CCNC(=O)C2CCN(S(=O)(=O)c3c(C)noc3C)CC2)c1 | 4 | -8
CCOC(=O)c1ccc2[nH]c(C)c(CN3CCN(C)CC3)c(=O)c2c1 | 3 | -5
CCN(CC)C(=O)N1CCN(S(=O)(=O)c2ccc(C)cc2)CC1 | 2 | 7
CC(=O)Nc1ccc(NC2=Nc3ccccc3N3C2=Nc2c(c(C)nn2-c2ccccc2)C3c2ccccc2)cc1 (stereo not drawn) | -14 | 8
CCOc1ccccc1-n1c(N)c(C(N)=O)sc1=S | 5 | 9
Cc1nnc(NC(=O)c2ccncc2)s1 | 5 | -8

An excerpt, so the mix of outcomes need not match the whole.
